Bioassay records (PubChem)
PTHR1 agonist – agonists of human PTHR1 parathyroid hormone receptor; Q03431; HEK293 GP2 PTHR1 cells, GloSensor cAMP luminescence, 1 h; actives 0.075% (n = 410,000); Potency, µM (series often up to 115 µM), without a hit: at the top dose activation, hits mostly activators; note: potency is the fitted concentration of half-maximal effect; nearly all actives have a fitted effect of over 55% in size; some results filed as inactive show a strong effect at the top dose; inactives centre near -15; many of its hits are not listed in these tables
Target sequence (Q03431 whole entry, looked up): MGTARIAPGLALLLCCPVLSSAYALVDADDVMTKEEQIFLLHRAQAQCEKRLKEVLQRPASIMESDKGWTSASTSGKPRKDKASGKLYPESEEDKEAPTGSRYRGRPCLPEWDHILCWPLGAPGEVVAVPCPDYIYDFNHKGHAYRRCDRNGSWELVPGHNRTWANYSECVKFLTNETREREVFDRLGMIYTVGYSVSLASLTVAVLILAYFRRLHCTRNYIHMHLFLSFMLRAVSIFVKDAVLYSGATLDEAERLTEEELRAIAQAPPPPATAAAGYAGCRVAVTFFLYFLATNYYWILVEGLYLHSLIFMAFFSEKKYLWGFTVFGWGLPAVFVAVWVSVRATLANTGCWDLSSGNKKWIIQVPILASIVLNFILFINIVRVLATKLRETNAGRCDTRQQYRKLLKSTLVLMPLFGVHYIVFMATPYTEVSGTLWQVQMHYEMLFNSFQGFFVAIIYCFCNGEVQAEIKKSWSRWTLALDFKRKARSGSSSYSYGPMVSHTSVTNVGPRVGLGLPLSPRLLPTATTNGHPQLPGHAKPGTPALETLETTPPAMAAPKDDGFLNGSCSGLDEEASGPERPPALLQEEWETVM
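HEK-293-derived GP2 cells expressing PTHR1 and a GloSensor cAMP reporter, 3,000/well, plated overnight, given luciferin plus IBMX (each 0.5 mM as added) for 1 h at 37 °C, then compound for 1 h at 37 °C. Luminescence was read after 15 min at room temperature.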
GLP1R cytotox – cytotoxic in the GLP-1 receptor inverse agonist counter-screen | HEK293 cAMP-luciferase reporter cells, luminescence, 24 h | Potency, µM (series often up to 38.3 µM), for inactives: at the highest dose activity change, negative = inhibition, hits mostly inhibitors | actives 0.13% (n = 410,000);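 note: loss of luciferase light is scored as toxicity; potency is the fitted concentration of half-maximal effect; % is set by controls: 0 for no effect and ±100 for the full control effect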
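MLSMR compounds, 24 hr on cells at 37 deg C/5% CO2; luminescence after luciferase reagent (12 min RT). Inhibition counted as the undesired cytotoxic outcome.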
aSyn yeast inh – inhibitors of alpha-synuclein toxicity in yeast; Yeast expressing alpha-synuclein, growth rescue, BacTiter-Glo, 24 h; Potency, µM (highest dose often 46.1 µM), for the others: top-dose growth rescue (activation), hits mostly activators; actives 0.14% (n = 370,000); AID 652106; note: potency is the fitted concentration of half-maximal effect; % of control where 0% means no effect; nearly all actives have a fitted effect of over 65% in size
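Galactose-induced alpha-syn yeast (OD600=0.02, raffinose-pregrown) + pinned cpd, 24 hr, 30 deg C; growth by BacTiter-Glo luminescence. Growth restoration scores as activation.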
pAkt inh – inhibitors of Akt phosphorylation. actives 0.32% (n = 360,000). activity change, % for hits at 50 µM. AID 651550. Neuro2A IGF-stimulated pAkt S473 HTRF, 20 min; hits give low values; in the data active = activity change below about -80%; inconclusive = mostly about -51% to -80%; note: % is set by controls: 0 for no effect and ±100 for the full control effect
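Single-point screen (50 µM final compound) in Neuro2A cells stimulated 20 min with 6 nM IGF at 37 deg C. After lysis, Ser473-phosphorylated Akt read by HTRF (ex 330 nm, em 615/665 nm) as the 665/615 ratio.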
FUS yeast rescue – suppressors of FUS proteinopathy in yeast | S. cerevisiae FUS-expressing, growth rescue, OD600, 24 h | Potency, µM (highest dose often 76.6 µM), for inactives: top-dose growth rescue (activation), most hits filed as activators | actives 0.24% (n = 390,000);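 note: potency is the fitted concentration of half-maximal effect; plate controls were DMSO vehicle for no effect and reference control for full effect; nearly all actives have a fitted effect of over 55% in size; some results filed as inactive show a strong effect at the top dose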
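Yeast FUS proteinopathy model; galactose-induced FUS (2%), starting OD 0.005. Cpds in dilution series, 24hr, 30C, 99% humidity. Abs 600 nm growth. Pos ctrl CP55940 (top 92uM final); neg ctrl DMSO.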
TDP-43 yeast inh – TDP-43 toxicity inhibition in yeast; TDP-43 expressing yeast growth rescue, BacTiter-Glo, 24 h; Potency, µM (doses to about 46.1 µM), without a hit: top-dose growth rescue (activation), actives largely listed as activators; actives 1.8% (n = 410,000); AID 652104; note: potency is the fitted concentration of half-maximal effect; % of control where 0% means no effect; nearly all actives have a fitted effect of over 50% in size
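Growth rescue of TDP-43-toxic yeast measured as ATP luminescence (BacTiter-Glo). Cells grown to mid-log in raffinose, induced in galactose at OD600=0.02, exposed to compound 24 hr at 30 deg C.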
Abeta rescue – A-beta toxicity reversal in yeast; yeast expressing A-beta42, growth rescue, OD600, 48 h; response scale: 0% DMSO, 100% iron-clioquinol control; Potency, µM (top dose mostly 46.1 µM), for the others: at the highest dose growth rescue, hits mostly activators; actives 0.063% (n = 410,000); AID 1347071; note: potency is the fitted concentration of half-maximal effect; nearly all actives have a fitted effect of over 55% in size
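Yeast growth medium received pinned compounds, then yeast cells expressing toxic A-beta were added; plates incubated at 30 C for 48 hr. Growth read as absorbance at 600 nm, normalized to DMSO and equimolar FeCl3 plus clioquinol controls.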
GLP1R inv ag – acts as inverse agonist at human GLP-1 receptor; HEK293 GLP-1R CRE-luciferase, luminescence, 24 h; GLP-1R form is constitutively active; Potency, µM (titrated, usually from 38.3 µM), for inactives: top-dose activity change, negative = inhibition, most hits filed as inhibitors; actives 1.6% (n = 410,000); note: potency is the fitted concentration of half-maximal effect; % is set by controls: 0 for no effect and ±100 for the full control effect; nearly all actives have a fitted effect of over 55% in size
Target sequence (P43220 whole entry, looked up): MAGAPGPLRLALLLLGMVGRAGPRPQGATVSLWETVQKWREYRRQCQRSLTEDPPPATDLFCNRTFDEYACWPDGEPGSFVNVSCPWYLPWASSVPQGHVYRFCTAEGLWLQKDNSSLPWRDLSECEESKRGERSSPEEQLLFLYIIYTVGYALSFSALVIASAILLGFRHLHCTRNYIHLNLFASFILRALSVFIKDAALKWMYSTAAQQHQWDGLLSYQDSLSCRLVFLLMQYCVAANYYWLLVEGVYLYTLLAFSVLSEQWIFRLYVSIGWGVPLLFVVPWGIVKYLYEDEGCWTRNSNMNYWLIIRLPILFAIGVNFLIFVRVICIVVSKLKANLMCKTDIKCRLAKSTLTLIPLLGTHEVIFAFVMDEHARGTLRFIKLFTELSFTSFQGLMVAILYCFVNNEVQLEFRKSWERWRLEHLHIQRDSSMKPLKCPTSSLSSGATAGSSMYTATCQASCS
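HEK293 cells stably co-expressing constitutively active GLP-1R and a cAMP-responsive luciferase reporter were seeded in DMEM with 10% Nu serum, given compounds after 12 h, and incubated 24 h at 37 deg C. Luminescence was then read.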
Mm-Cpn inhibitor – inhibitors of Methanococcus maripaludis chaperonin (MmCpn); actives 0.031% (n = 330,000); Potency, µM (top dose mostly 76.9 µM), without a hit: at the top dose activity, negative = inhibition, most hits filed as inhibitors; purified Mm-Cpn ATPase, ADP Transcreener TR-FRET; note: potency is the fitted concentration of half-maximal effect; % is set by controls: 0 for no effect and ±100 for the full control effect; nearly all actives have a fitted effect of over 80% in size
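Purified archaeal Mm-CPN (25nM final) preincubated 10 min at 37degC with compound, then 10uM ATP for 30 min at 37degC; ADP measured by HTRF Transcreener TR-FRET; buffer 30 mM TRIS pH 7.4, 100mM KCl, 5mM MgCl2, 1mM DTT.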
* hit, by the source's call; i = inactive; ? = inconclusive; . = not tested or not shown; [ ] = remark or other dose. Unless noted, calls come from the whole dose curve; as a rule, active = well fitted curve in the direction sought with a large enough effect; inconclusive = small, poorly fitted or top-dose-only effect, or another doubt; inactive = no such curve, though single readings can be large; an effect the other way counts as inactive or inconclusive. Not all compounds are listed; the hit share may differ from the screen's.

The opening four compounds (preview)
no.	mol	PTHR1 agonist	GLP1R cytotox	aSyn yeast inh	pAkt inh	FUS yeast rescue
1	O=c1[nH]c(=O)c2cc([N+](=O)[O-])cc([N+](=O)[O-])c2[nH]1	-59%[inhibitor]	-11%	-1%	i	5%
2	CCCCCCC(C)n1cc(C(C)=O)c(=O)[nH]c1=O (configuration not stated)	i	5%	-9%	i	17%
3	CNC(=S)NNC(=O)c1sccc1OCc1ccccc1	5%[57.5 µM]	-6%	-16%	i	19%
4	COC1=Nc2ccccc2N2CCN=C12	3%	4%	-1%	i	-23%

no.	TDP-43 yeast inh	Abeta rescue	GLP1R inv ag	Mm-Cpn inhibitor
1	12%	-20%	7%	-4%
2	?	4%	-5%	1%
3	17%	-3%	0%	0%
4	12%	-8%	5%	.

Main list, repeating the preview:
no.	mol	PTHR1 agonist	GLP1R cytotox	aSyn yeast inh	pAkt inh	FUS yeast rescue
1	O=c1[nH]c(=O)c2cc([N+](=O)[O-])cc([N+](=O)[O-])c2[nH]1	-59%[inhibitor]	-11%	-1%	i	5%
2	CCCCCCC(C)n1cc(C(C)=O)c(=O)[nH]c1=O (configuration not stated)	i	5%	-9%	i	17%
3	CNC(=S)NNC(=O)c1sccc1OCc1ccccc1	5%[57.5 µM]	-6%	-16%	i	19%
4	COC1=Nc2ccccc2N2CCN=C12	3%	4%	-1%	i	-23%
5	CC(C)(C)SCCNC(=O)c1ccc(CN2CCc3ccccc3C2)cc1	-25%	1%	3%	i	11%
6	COc1cc2c(cc1NC(=O)c1ccc(C(C)(C)C)cc1)CCCC2	i	9%	1%	i	7%
7	Cc1ccc(C)c(S(=O)(=O)c2cnc(SCC(=O)Nc3ccc(F)cc3F)[nH]c2=O)c1	i	2%	4%	.	15%
8	Cc1ccc(NC(=O)CSc2nc(=O)n3cc(C)ccc3n2)c(C)c1	i	-2%	0%	i	8%
9	C[C@@H](C(=O)NCCc1ccccc1F)N1C(=O)N2CCc3c([nH]c4ccccc34)[C@@]2(C)C1=O	-56%[inhibitor]	-5%	?	i	34%
10	C[C@H](CO)N1C[C@H](C)[C@@H](CN(C)S(=O)(=O)c2ccc3ccccc3c2)OCc2cnnn2CCCC1=O	-13%	-6%	-24%	i	-11%
11	CC(C)C(c1nnnn1Cc1ccc2c(c1)OCO2)N1CCN(c2ccccc2)CC1 (configuration not stated)	-9%	-10%	2%	i	20%
12	COc1cccc(-c2noc(C3CCCN(C(=O)c4ccc(F)cc4)C3)n2)c1 (configuration not stated)	-18%	4%	9%	i	19%
13	Cc1ccc(S(=O)(=O)c2nc(Nc3ccccc3)sc2Cl)cc1	-18%	-14%	-12%	i	28%
14	CCOc1ccc(-c2csc3nc[nH]c(=O)c23)cc1	-2%	-19%	-1%	i	-10%
15	COc1ccc(C2CC(c3cccs3)=NN2c2ccccc2)cc1 (configuration not stated)	-2%	-1%[0.307 µM]	6%	i	16%

no.	TDP-43 yeast inh	Abeta rescue	GLP1R inv ag	Mm-Cpn inhibitor
1	12%	-20%	7%	-4%
2	?	4%	-5%	1%
3	17%	-3%	0%	0%
4	12%	-8%	5%	.
5	23%	7%	?	0%
6	-6%	5%	?	-1%
7	2%	-11%	4%	.
8	23%	-14%	7%	3%
9	12%	4%	?	-1%
10	13%	-4%	-1%	.
11	1%	-9%	-9%	0%
12	27%	-8%	?	1%
13	?	?	?	-4%
14	20%	-7%	-8%	0%
15	-3%	11%	-2%[0.307 µM]	-25%

New compounds follow.
no.	mol	PTHR1 agonist	GLP1R cytotox	aSyn yeast inh	pAkt inh	FUS yeast rescue
16	CCN(CC)CCCNc1oc(-c2ccccc2[N+](=O)[O-])nc1C#N	i	1%	2%	i	26%
17	O=C(Nc1ccc2oc(-c3ccccc3)nc2c1)c1ccc2c(c1)OCCO2	-71%[inhibitor][57.5 µM]	-18%	-10%	i	30%
18	CN(C)c1ncc([N+](=O)[O-])cc1C(F)(F)F	i	1%	-7%	i	13%
19	CCCCCCNC(=O)CNC(=S)N(Cc1cccs1)C1CCCCC1	-19%	?	?	i	?
20	Cc1ccccc1-n1nc2c(c1NC(=O)C(C)(C)C)CS(=O)(=O)C2	3%	1%	0%	i	-24%
21	Cc1cccc(N2CCN(C(=O)c3ccc(N4CCCC4=O)cc3)CC2C)c1 (configuration not stated)	-31%[57.5 µM]	-24%	1%	i	12%
22	O=C(c1ccc(Cl)cc1)c1cc(-c2ccccn2)c(N2CCOCC2)s1	-21%	121%[activator]	5%	i	41%
23	CCOC(=O)c1ccc(NC(=S)N2CCN(CCN=CC3=C(O)CC(c4ccccc4)CC3=O)CC2)cc1 (configuration not stated)	-20%	-29%	6%	i	30%
24	CN(c1ccc(Cl)cc1)c1cc2c(c3c1ccn3C)C1CCC2C1 (configuration not stated)	-24%	6%	10%	i	-4%
25	CCN(CC)c1nc2ccccc2[nH]1	i	3%	-1%	i	-2%
26	Cc1nc2ccccc2n1CC(=O)N/N=C/c1cccnc1	i	21%	3%	i	-15%
27	CCOc1ccc(-c2c(C)nn3c(C)c(C(=O)Nc4ccccc4C(=O)OC)cnc23)cc1OCC	-1%	5%	.	.	12%
28	Cc1cc(C(=O)Nc2ccc3c(c2)CCC3)c2ccccc2n1	-21%	3%	14%	i	12%
29	CC1(C(=O)NS(=O)(=O)Cc2ccccc2C(F)(F)F)CCN1C(=O)Cc1ccsc1 (configuration not stated)	i	1%	-3%	i	5%
30	C=Cc1ccc(Cn2nc(-c3ccccc3)ccc2=O)cc1	-52%[inhibitor]	17%	?	i	?

no.	TDP-43 yeast inh	Abeta rescue	GLP1R inv ag	Mm-Cpn inhibitor
16	7%	12%	-15%	-1%
17	14%	-1%	0%	-4%
18	-20%	-16%	-11%	-1%
19	30%	25%	?	0%
20	9%	-8%	4%	2%
21	14%	0%	?	0%
22	14µM*	-10%	0%	-22%
23	-20%	0%	?	1%
24	?	13%	?	.
25	1%	20%	2%	0%
26	9%	-3%	27%	1%
27	28%	6%	4%	.
28	19%	6%	-14%	-6%
29	10%	-4%	20%	.
30	11µM*	-3%	26%	1%

Next section:
no.	mol	PTHR1 agonist	GLP1R cytotox	aSyn yeast inh	pAkt inh	FUS yeast rescue
31	CCCCN1C(=O)C(CC(=O)NCC2CCCCC2)CC(C(=O)N2CCOCC2)=C1C (configuration not stated)	-14%	-2%	-5%	i	-2%
32	CN(C(=O)c1cccc(NC(=O)Cc2ccc(NC(=O)C3CCN(C(=O)C4CCCC4)CC3)cc2)c1)C1CCCCC1	i	-11%	0%	i	?
33	CCOC(=O)c1sc(NC(=O)CSc2nc3cccnc3n2C)nc1C	-28%	2%	2%	i	5%
34	CCCn1c2ccccc2c2cnn(CC(=O)NCCOC)c(=O)c21	i	9%	3.5µM*	i	-31%
35	CCOC(=O)c1ccc(NC(=O)C2C3CCCCC32)cc1 (configuration not stated)	-41%[inhibitor]	7%	-2%	i	8%
36	Cc1nn(CCC(=O)Nc2cccc(C#N)c2)c(C)c1S(=O)(=O)N1CCC(C)CC1	i	-5%	.	.	25%
37	CCN1CCN(c2ccc(NC(=O)c3cccc(S(=O)(=O)N4CCCC4)c3)cc2)CC1	i	-4%	-2%	i	.
38	O=[N+]([O-])c1cccc(/C=N/Nc2nc(C(Cl)(Cl)Cl)nc3ccccc23)c1	-5%	-8%	-4%	i	.
39	Cc1nc(-c2ccccc2)nc(-c2ccccc2)n1	-25%	4%	-1%	i	-33%
40	CCOC(=O)C1=C(N)OC2=C(C(=O)CC(C)(C)C2)C1c1ccccc1OC (configuration not stated)	-21%	5%	-4%	i	9%
41	Cc1cc(CN2CCC(n3nccc3NC(=O)c3ccccc3Cl)CC2)cc(C)c1O	i	1%	3%	i	-8%
42	O=C(NCC(c1ccco1)N1CCN(c2ccc(F)cc2)CC1)C1CCCCC1 (configuration not stated)	-15%	11%	1%	i	-2%
43	COc1ccc(NC(=O)CNC(=O)c2ccc([N+](=O)[O-])cc2)cc1	i	1%	0%	i	-12%

no.	TDP-43 yeast inh	Abeta rescue	GLP1R inv ag	Mm-Cpn inhibitor
31	0%	-7%	12%	.
32	16%	10%	-4%	.
33	2%	7%	6%	-17%
34	-2%	-3%	4%	1%
35	?	11%	?	-1%
36	7%	2%	?	.
37	0%	-5%	?	-11%
38	9%	-18%	?	0%
39	17%	-15%	12%	0%
40	0%	8%	0%	-1%
41	5%	.	-15%	-2%
42	13%	2%	?	-2%
43	-16%	-1%	5%	1%
